# NS5 inhibitors: Dengue-2 NS5 methyltransferase inhibitors, primary screen, biochemical, confirmation dose response (AID 588689) | Dengue-2 NS5 methyltransferase capping enzyme assay, biochemical; higher % means a stronger effect | inhibition, % at 25 µM; hits with a dose series show IC50 in µM | 340,000 compounds, 0.3% hits; in the data active = a potency from the dose series; inconclusive = inhibition above about 29% without an active follow-up result
# PhoP inhibition: inhibitors of PhoP regulon expression, primary screen, Salmonella Typhimurium, GFP reporter (AID 1863); S. Typhimurium PhoP-regulated promoter GFP reporter, 4 h; higher % means a stronger effect; 300,000 compounds, 0.16% hits; inhibition, % at 50 µM; hits with a dose series show IC50 in µM;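 active = inhibition over 29.93%, a cutoff 3 SD above the screen mean, later confirmed by dose response; inconclusive = inhibition over 29.93% but no dose response follow-up; inactive = inhibition at most 29.93% or unconfirmed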;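 note: 0% = low Mg2+ inducing control and 100% = high Mg2+ repressing control; strong numbers were not always called active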
# MgcRacGAP inhibition: MgcRacGAP GTPase-activating activity inhibitors, confirmation, biochemical, ADP Hunter fluorescence; MgcRacGAP-stimulated Rac1 GTP hydrolysis, ADP Hunter fluorescence; higher % means a stronger effect; GST-tagged Rac1 F28L mutant substrate; inhibition, % at 30 µM, or IC50 in µM where a hit was titrated; 340,000 compounds, 0.6% hits;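 active = first-screen hits whose inhibition reached a set limit at any dose in the follow-up dose series; inconclusive = inhibition above the set first-screen limit but never retested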;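 note: fluorescence reports GDP produced by GAP-driven GTP hydrolysis; strong numbers were not always called active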
# CSM14.1 death rescue: rescue of cells from ER stress-induced death, primary screen, 384-well, CSM14.1, thapsigargin, ATP luminescence (AID 1222); CSM14.1 thapsigargin-induced death rescue, ATP luminescence; higher % means a stronger effect; one-dose cellular ATP content (survival), % at 20 µM; EC50 in µM for titrated hits; 190,000 tested, under 10 active;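 active = EC50 below 50 µM in the dose-response confirmation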;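 note: death triggered by thapsigargin at about 15 µM added after 2 h compound pretreatment; cell ATP read after overnight thapsigargin exposure of roughly 18 to 22 hours; normalized against plate controls of thapsigargin alone and 5% DMSO vehicle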
# LYP phosphatase: inhibitors of LYP phosphatase, biochemical, fluorescence intensity, uHTS (AID 1779) | recombinant LYP phosphatase, fluorescence intensity; higher % means a stronger effect | 290,000 compounds, 0.054% hits | one-dose inhibition, % at 11.5 µM; IC50 in µM for titrated hits; in the data active = inhibition above about 50%;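 note: plate controls were vehicle with enzyme for no effect and no enzyme for full effect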
# West Nile virus CPE: West Nile virus antiviral activity, cell-based, CPE readout (AID 1621) | West Nile virus-infected cells, CPE inhibition; higher % means a stronger effect | CPE inhibition, % at 10 µM; hits with a dose series show IC50 in µM | 290,000 compounds, 0.02% hits; in the data active = a potency from the dose series; inconclusive = CPE inhibition mostly from about 3.7% at the one dose, without a potency; inactive = the rest, 99 in 100 with CPE inhibition below about 2.2%; note: strong numbers were not always called active
# GPR35 arrestin U2OS: inhibition of zaprinast-stimulated GPR35 beta-arrestin translocation – imaging, U2OS, beta-arrestin-GFP, zaprinast agonist, primary screen (AID 2058); U2OS GPR35 beta-arrestin-GFP translocation imaging, zaprinast antagonism; higher % means a stronger effect; inhibition, % at 10 µM, or IC50 in µM where a hit was titrated; 290,000 compounds, 0.052% hits;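 active = inhibition of at least 50% with at least 30 cells and total cytoplasm GFP at most 10,000,000; inconclusive = under 30 cells or total GFP of 10,000,000 plus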
# Large T inhibition: TAg ATPase/helicase activity blockers – biochemical (AID 1903). SV40 large T antigen ATPase/helicase inhibition assay; higher % means a stronger effect. one-dose inhibition, % at 20 µM; IC50 in µM for titrated hits. 310,000 compounds, 0.39% hits; in the data active = a potency from the dose series; inconclusive = inhibition mostly from about 32% at the one dose, without a potency; inactive = the rest, 99 in 100 with inhibition below about 32%; note: strong numbers were not always called active
# RSV antiviral HEp-2: inhibition of RSV-induced cytopathic effect – HEp-2 cells, primary 10 µM value included (AID 2391) | HEp-2 cells, RSV-induced CPE inhibition; higher % means a stronger effect | CPE inhibition, % at 10 µM; hits with a dose series show IC50 in µM | 310,000 compounds, 0.13% hits; in the data active = a potency from the dose series; inconclusive = CPE inhibition mostly from about 23% at the one dose, without a potency; inactive = the rest, 99 in 100 with CPE inhibition below about 21%; note: strong numbers were not always called active
# NS5 inhibitors pilot replicate: also measured in NS5 inhibitors; calls as there; inhibition, %; measured here: pilot screen replicate inhibition
# * marks the source's active call; other numbers are inactive results; ? = inconclusive; . = no result given.
SMILES,NS5 inhibitors,PhoP inhibition,MgcRacGAP inhibition,CSM14.1 death rescue,LYP phosphatase,West Nile virus CPE,GPR35 arrestin U2OS,Large T inhibition,RSV antiviral HEp-2,others
O=C(OCc1ccccc1)C1CCCN1C(=O)c1ccccc1[N+](=O)[O-] (stereo not drawn),-2%,-1%,0%,-2.5%,-10%,0.0%,3%,-2%,0.9%,
CCOC(=O)c1ccc(NC(c2ccc(N(C)C)cc2)P(=O)(OC(C)C)OC(C)C)cc1 (stereo not drawn),-2%,1%,0%,-0.7%,7%,-1.2%,-7%,-2%,0.3%,
COC(=O)CSc1nnc(-c2cccnc2)o1,-7%,4%,11%,-1.0%,-1%,0.4%,21%,-1%,1.3%,
CCn1c(O)c(/C=N/N=C/c2ccccc2)c2ccc(C3=NNC(=O)CC3)cc21,?,-58%,10%,-0.7%,-1%,1.4%,-8%,4%,2.8%,
CC(C)NC(=O)c1ccccc1NC(=O)C1CCCO1 (stereo not drawn),-2%,-2%,9%,0.7%,-8%,-0.4%,17%,16%,0.0%,
CCOC(=O)C1CCN(C(=O)C2CCN(S(=O)(=O)c3ccc4c(c3)CC(C)N4C(C)=O)CC2)CC1 (stereo not drawn),3%,-6%,-1%,.,-1%,-0.3%,4%,1%,4.7%,
CCOC(=O)C1CCCN(c2c(Nc3cc(C)cc(C)c3)c(=O)c2=O)C1 (stereo not drawn),-3%,-2%,0%,3.8%,1%,-0.2%,4%,2%,1.8%,
CCn1c(Sc2ccc([N+](=O)[O-])cn2)nnc1-c1ccco1,-15%,.,12%,-1.8%,-1%,-0.3%,24%,.,6.9%,
O=C(Cn1cncn1)NCc1cc(F)ccc1F,-8%,8%,12%,1.7%,-7%,-0.4%,-8%,22%,-0.2%,
CCc1cc(C(c2ccccc2OC)N2CCOCC2)c(NC(=O)c2ccccc2)s1 (stereo not drawn),-11%,4%,7%,1.3%,8%,0.5%,1%,2%,4.2%,
COc1ccccc1-n1c(=O)[nH]c2c(C(N)=O)nc(C3CCCCC3)nc21,1%,12%,-1%,-1.6%,1%,0.1%,-9%,4%,1.7%,
Cc1ccc(C#N)c(SCC(=O)Nc2nccs2)n1,-9%,-6%,3%,-2.7%,-10%,-0.7%,-2%,24%,3.2%,
CCCCn1cnc2c(cnn2-c2ccc(F)cc2)c1=O,-3%,17%,12%,-1.4%,-8%,-0.1%,9%,1%,3.1%,
Cc1ccc(NC(=O)CSc2nccn2C)cc1F,3%,-1%,7%,.,-9%,-0.4%,-16%,16%,1.7%,
COCCCNC(=O)CN1C(=O)COc2ccc(S(=O)(=O)N3CC(C)CC(C)C3)cc21 (stereo not drawn),-8%,-6%,5%,.,-8%,-0.1%,4%,11%,-0.7%,
CCOC(=O)C1CCCN(C(=O)Cn2cnc3c2c(=O)n(C)c(=O)n3C)C1 (stereo not drawn),-1%,-6%,2%,0.1%,-6%,0.0%,15%,2%,0.8%,
Nc1nccc(-c2nn(-c3ccc(Cl)cc3)ccc2=O)n1,-10%,-5%,7%,.,-3%,0.1%,11%,6%,.,
FC(F)(F)c1nc(=S)c2ccccc2[nH]1,-36%,-4%,0%,-1.9%,-7%,.,-3%,11%,.,
OC(CNCCc1ccccc1)c1ccccc1 (stereo not drawn),-1%,1%,2%,-0.3%,-2%,0.1%,-9%,1%,-1.1%,
CCCCS(=O)(=O)N1CN(S(=O)(=O)CCCC)C2NC(=O)NC21 (stereo not drawn),-4%,-7%,3%,-2.3%,-9%,0.2%,10%,31%,1.5%,

# 7 successive compounds already listed, quoted:
SMILES,NS5 inhibitors,PhoP inhibition,MgcRacGAP inhibition,CSM14.1 death rescue,LYP phosphatase,West Nile virus CPE,GPR35 arrestin U2OS,Large T inhibition,RSV antiviral HEp-2,others
COc1ccccc1-n1c(=O)[nH]c2c(C(N)=O)nc(C3CCCCC3)nc21,1%,12%,-1%,-1.6%,1%,0.1%,-9%,4%,1.7%,
Cc1ccc(C#N)c(SCC(=O)Nc2nccs2)n1,-9%,-6%,3%,-2.7%,-10%,-0.7%,-2%,24%,3.2%,
CCCCn1cnc2c(cnn2-c2ccc(F)cc2)c1=O,-3%,17%,12%,-1.4%,-8%,-0.1%,9%,1%,3.1%,
Cc1ccc(NC(=O)CSc2nccn2C)cc1F,3%,-1%,7%,.,-9%,-0.4%,-16%,16%,1.7%,
COCCCNC(=O)CN1C(=O)COc2ccc(S(=O)(=O)N3CC(C)CC(C)C3)cc21 (stereo not drawn),-8%,-6%,5%,.,-8%,-0.1%,4%,11%,-0.7%,
CCOC(=O)C1CCCN(C(=O)Cn2cnc3c2c(=O)n(C)c(=O)n3C)C1 (stereo not drawn),-1%,-6%,2%,0.1%,-6%,0.0%,15%,2%,0.8%,
Nc1nccc(-c2nn(-c3ccc(Cl)cc3)ccc2=O)n1,-10%,-5%,7%,.,-3%,0.1%,11%,6%,.,

# Remaining list, next part
SMILES,NS5 inhibitors,PhoP inhibition,MgcRacGAP inhibition,CSM14.1 death rescue,LYP phosphatase,West Nile virus CPE,GPR35 arrestin U2OS,Large T inhibition,RSV antiviral HEp-2,others
CCOC(=O)C1CCCCN1Cc1ccccc1C(F)(F)F (stereo not drawn),-3%,3%,18%,-1.4%,-13%,0.7%,0%,9%,0.4%,
COc1ccccc1C(=O)NC(=S)N1CCCc2ccccc21,-8%,1%,11%,8.0%,0%,0.3%,28%,16%,1.4%,
CC(Oc1ccc(Br)cc1)C(=O)Nc1ccc(S(=O)(=O)N(C)C2CCN(C)CC2)cc1 (stereo not drawn),2%,-4%,1%,.,.,.,.,12%,5.6%,
Cn1c(NC(=O)C[n+]2cc(-c3ccc(Cl)c(Cl)c3)n3c2CCC3)cc(=O)n(C)c1=O,-1%,0%,17%,2.7%,-10%,0.5%,-9%,10%,0.8%,
CCCCCCCC(=O)OC(CN1CCCCC1)CN1CCCC1=O (stereo not drawn),-5%,-6%,6%,4.7%,-5%,-0.2%,6%,8%,1.8%,
COCCSc1ccccc1C(=O)Nc1nnc(C)s1,-3%,-3%,8%,-2.2%,0%,-0.4%,10%,-1%,0.1%,
Cc1ccccc1-n1nc(C)c(N=O)c1N,-4%,8%,4%,0.5%,-6%,0.3%,22%,2%,-1.1%,
Cc1ccc(N(C(=O)c2cccs2)C2C=CS(=O)(=O)C2)cc1 (stereo not drawn),-4%,8%,3%,-0.3%,8%,-0.4%,-1%,13%,1.3%,
CC(C)c1ccc(S(=O)(=O)Nc2ccc(O)c(Sc3ncn[nH]3)c2)cc1,-8%,1%,12%,.,-9%,-0.2%,-9%,11%,1.9%,
O=C(NC1CCCC1)C1CC(=O)N(c2ccc(F)cc2)C1 (stereo not drawn),-2%,8%,6%,.,-10%,-0.4%,-6%,5%,0.1%,
COc1ccc2c3n(nc2c1)CCN=C3c1cc(Cl)c(N)c(Cl)c1,2%,.,9%,.,.,.,.,14%,-1.1%,
COc1cccc(N2CCN(S(=O)(=O)c3ccc4c(c3)N(C(C)=O)CCO4)CC2)c1,-2%,-2%,7%,.,-12%,-2.3%,-8%,3%,7.1%,
O=C(Cc1csc(N2CCOCC2)n1)N/N=C/c1ccc(F)cc1,10%,-10%,4%,2.9%,-4%,-0.6%,13%,10%,3.5%,NS5 inhibitors pilot replicate=-1.1
CCN(CCNS(=O)(=O)c1ccc2[nH]c(=O)sc2c1)c1ccccc1,-4%,-2%,10%,.,1%,-0.4%,2%,8%,3.1%,
CCCCc1c(O)nc(SCC(=O)N2CCCCC2)[nH]c1=O,-4%,-2%,6%,.,-11%,1.0%,-1%,1%,2.4%,
CCOP(=O)(c1ccccc1)C(O)c1ccc([N+](=O)[O-])cc1 (stereo not drawn),-3%,11%,10%,.,-13%,0.0%,-1%,2%,-0.4%,
Cn1c(=O)c2c(nc(CN3CCOCC3)n2CCc2ccccc2)n(C)c1=O,-7%,-6%,9%,-4.3%,-9%,-0.5%,21%,9%,0.4%,
NS(=O)(=O)c1cccc(NC(=O)c2cc(=O)c3ccccc3o2)c1,-7%,-7%,10%,.,-7%,-0.3%,13%,6%,2.5%,
CCN=c1scc(C)n1/N=C/c1cc(Br)c(O)c(Br)c1,9%,-7%,?,-0.4%,4%,-0.1%,-8%,22µM*,57%,
COc1cc2nc(C3CCC3)nc(N3CCN(c4ccccc4OC)CC3)c2cc1OC,3%,-3%,9%,-1.4%,0%,-0.9%,-1%,5%,8.9%,
N=c1oc2ccc3ccccc3c2cc1C(N)=S,6%,.,10%,-2.5%,-17%,-0.8%,10%,.,19%,
COCC1CCCN(C(=O)c2ccc3oc(CCCc4ccccc4)nc3c2)C1 (stereo not drawn),0%,-2%,5%,.,-7%,-1.2%,1%,9%,1.4%,
CCCCCCCCc1nnc(N)s1,.,-6%,.,.,-3%,-0.1%,20%,5%,4.0%,
O=C(Nc1ccccc1[N+](=O)[O-])C1=C(O)CCn2c1nc1ccccc12,0%,0%,-1%,-2.2%,1%,?,6%,11%,-0.4%,
O=C(NCc1ccccc1)NC1(C(=O)N2CCCC2)CCCCC1,-8%,-12%,4%,2.0%,-9%,1.0%,13%,11%,-0.1%,
CP(C)(=O)CCP(=O)(c1ccccc1)c1ccccc1,-3%,-8%,5%,-0.6%,-9%,0.3%,-23%,18%,1.4%,
Cc1ccc2cc(/C=N/Nc3ccc(C(=O)O)cc3)c(Cl)nc2c1,2%,-3%,7%,.,1%,0.2%,3%,14%,12%,
CCn1c(COc2ccc(Cl)cc2)nnc1SC1CCc2ccccc2C1=O (stereo not drawn),4%,20%,12%,-0.7%,-1%,-2.0%,-4%,7%,8.3%,
COC(=O)c1ccc(COc2ccc(C#N)cc2)o1,-3%,-2%,13%,.,-8%,-0.7%,3%,12%,1.6%,
NS(=O)(=O)c1ccc(NC(=O)/C=C/c2cccs2)cc1,-4%,-1%,10%,.,1%,-0.2%,1%,1%,-1.4%,
O=C(O)COc1ccccc1/C=C1\SC(=S)N(c2cccnc2)C1=O,.,2%,.,.,-2%,-0.7%,-13%,17%,-0.3%,
O=C(Nc1ccc([N+](=O)[O-])cc1)C(=O)Nc1cccc(C(=O)O)c1,-6%,1%,2%,.,-7%,-0.5%,6%,8%,-1.3%,
COc1ccc2c(c1)c(C(=O)N/N=C/c1ccc(OC)c(OC)c1)c(C)n2C,0%,16%,-3%,-1.1%,-1%,0.1%,4%,14%,2.6%,
